aGlu spleen mod: inhibitors or activators of human alpha-glucosidase in spleen homogenate; P10253; human spleen homogenate, 4-MU-alpha-glucoside fluorescence; Potency, µM (highest dose often 79.9 µM), without a hit: top-dose activity change, negative = inhibition, hits mostly inhibitors; hit rate 0.006% among 240,000; AID 2112;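 further: 0% = enzyme with vehicle and -100% = no enzyme basal signal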
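Human spleen homogenate (1 ug) with 4-methylumbelliferyl-alpha-D-glucopyranoside (1 mM final) in 50 mM citrate/phosphate pH 5.0, 0.01% Tween-20; 40 min at 37 C. Stopped at pH 10; 4-MU fluorescence Ex 365/Em 440 nm; AC50 by Hill fit.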
GAA glycogen: GAA glycogen-cleavage inhibition or activation. recombinant GAA, glycogen substrate, Amplex Red glucose oxidase fluorescence. Potency, µM (series often up to 76.4 µM), without a hit: top-dose activity change, negative = inhibition, actives largely listed as inhibitors. hit rate 0.38% among 300,000. AID 2100;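 further: 0% = full enzyme reaction and -100% = no-enzyme basal signal; the screen sought inhibitors and activators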
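Recombinant human enzyme (4 nM); glycogen substrate; 37 C, 40 min, pH 5.0. Readout: coupled glucose oxidase/Amplex Red fluorescence.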
JMJD2E inh: inhibitors of human JMJD2E histone demethylase. B2RXH2. JMJD2E catalytic domain, FDH-coupled NADH fluorescence (FDH is formaldehyde dehydrogenase). Potency, µM (top dose mostly 57.1 µM), without a hit: at the highest dose activity change, negative = inhibition, most hits filed as inhibitors. hit rate 1.6% among 230,000; active means well fitted inhibition curve with a large enough effect, not every such curve was filed as active; inconclusive means small, poorly fitted or top-dose-only effect, or another doubt; inactive means no such curve, though single readings can be large or run the other way;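 further: 0% = wells with enzyme and -100% = buffer wells without enzyme; nearly all actives have a fitted effect of over 50% in size; many of its hits are not listed in these tables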
Target sequence (B2RXH2 1-337 limits assumed): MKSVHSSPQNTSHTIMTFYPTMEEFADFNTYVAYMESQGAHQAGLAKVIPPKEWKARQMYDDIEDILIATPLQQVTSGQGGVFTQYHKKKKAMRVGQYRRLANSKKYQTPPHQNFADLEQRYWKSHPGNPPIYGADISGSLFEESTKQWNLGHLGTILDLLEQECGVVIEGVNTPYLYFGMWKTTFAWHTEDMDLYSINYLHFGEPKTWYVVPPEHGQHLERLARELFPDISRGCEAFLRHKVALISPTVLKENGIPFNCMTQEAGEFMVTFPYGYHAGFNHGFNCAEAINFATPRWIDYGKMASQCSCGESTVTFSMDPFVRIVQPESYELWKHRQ
GAA inhib: alpha-glucosidase (human) inhibition; P10253; purified human GAA, 4-MU-alpha-glucoside fluorescence; hit rate 0.005% among 200,000; Potency, µM (titrated, usually from 76.9 µM), for inactives: at the highest dose activity change, negative = inhibition, usual class: inhibitors;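 further: plate controls were uninhibited enzyme wells for no effect and no-enzyme background for full effect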
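Human alpha-glucosidase, 4 nM, pre-mixed with test compounds before 400 uM 4-methylumbelliferyl substrate; 20 min room temperature at pH 5.0. Fluorescence read after pH 10 stop; AC50 values from Hill-equation fits.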
ALDH1A1 block: inhibitors of human aldehyde dehydrogenase 1A1. P00352. Purified ALDH1A1, NADH fluorescence, propionaldehyde substrate. Potency, µM (top dose mostly 75.3 µM), for inactives: top-dose activity, negative = inhibition, hits mostly inhibitors. hit rate 7.3% among 220,000; active means well fitted inhibition curve with a large enough effect, not every such curve was filed as active; inconclusive means small, poorly fitted or top-dose-only effect, or another doubt; inactive means no such curve, though single readings can be large or run the other way;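 further: plate controls were no enzyme wells and a reference inhibitor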
RGS12 GoLoco inh: inhibitors of human Gai1-RGS12 GoLoco interaction (red fluorophore) | P63096 | Gai1:RGS12 GoLoco peptide FP, rhodamine, 10 min | Potency, µM (series often up to 61.6 µM), inactives show top-dose activity, negative = inhibition, most hits filed as inhibitors | hit rate 0.44% among 230,000 | AID 880; active means well fitted inhibition curve with a large enough effect, not every such curve was filed as active; inactive means no such curve, though single readings can be large or run the other way; further: on the % scale 0 is the no-effect control and ±100 the full control effect; nearly all actives have a fitted effect of over 30% in size; many of its hits are not listed in these tables
Target sequence (P63096 whole entry, looked up): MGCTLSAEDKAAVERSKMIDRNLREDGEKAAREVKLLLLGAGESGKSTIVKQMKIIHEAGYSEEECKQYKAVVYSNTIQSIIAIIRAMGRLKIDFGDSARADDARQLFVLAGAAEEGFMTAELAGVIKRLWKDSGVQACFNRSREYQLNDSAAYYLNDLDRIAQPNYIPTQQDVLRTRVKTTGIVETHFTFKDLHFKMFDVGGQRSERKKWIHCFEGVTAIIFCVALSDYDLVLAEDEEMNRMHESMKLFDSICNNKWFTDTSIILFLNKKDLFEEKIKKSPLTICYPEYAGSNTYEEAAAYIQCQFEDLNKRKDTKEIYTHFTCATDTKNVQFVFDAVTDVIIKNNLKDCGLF
SMN2 splice enh: SMN2 splice variant enhancement | HEK293 SMN2-luciferase splicing reporter, luminescence, 30-36 h | Potency, µM (titrated, usually from 46.1 µM), without a hit: top-dose activity change, positive = activation, most hits filed as activators | hit rate 2.8% among 210,000 | AID 1458; further: % of control where 0% means no effect; nearly all actives have a fitted effect of over 55% in size
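HEK293 cells carry an SMN2 minigene-luciferase reporter in which exon 7 inclusion puts luciferase in frame. Cells were seeded at 2000 cells/well, attached for 10-12 hours, then exposed to compounds for 30-36 hours at 37C before ONE-Glo luminescence.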
aGal spleen mod: inhibitors or activators of human alpha-galactosidase in spleen homogenate | human spleen homogenate, 4MU-alpha-Gal fluorescence, 40 min | P06280 | hit rate 0.008% among 240,000 | Potency, µM (top dose mostly 80 µM), without a hit: top-dose activity change, negative = inhibition, actives largely listed as inhibitors;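 further: 0% = enzyme with vehicle and -100% = no enzyme basal signal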
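Human spleen homogenate (1 ug) was the enzyme source, with 4-methylumbelliferyl-alpha-D-galactopyranoside (1 mM final) in pH 5.0 citrate buffer with 0.01% Tween-20. Compounds were titrated; after 40 min at 37C, NaOH/glycine stop, 4-MU fluorescence read; AC50 from Hill fits.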
Active calls of the source: *; ? = inconclusive; . = not tested or not shown; & = joins results of further samples; [ ] = another dose, or the depositor's remark. Unless noted, the call rests on the fitted dose curve; in most records, active means well fitted curve in the direction sought with a large enough effect; inconclusive means small, poorly fitted or top-dose-only effect, or another doubt; inactive means no such curve, though single readings can be large; an effect the other way counts as inactive or inconclusive. Potency means the concentration at half of the fitted maximal effect.

SMILES	aGlu spleen mod	GAA glycogen	JMJD2E inh	GAA inhib	ALDH1A1 block	RGS12 GoLoco inh	SMN2 splice enh	aGal spleen mod
NP(=O)(OCC(F)(F)F)Oc1cccc2ccccc12 (stereo not given)	-2%	2%	-1%	8%	-3%	-9%	4%	0%
CN1CCC(N(C)c2ncnc3ccc(Br)cc23)CC1	4%	-6%	-3%	-7%	-5%	3%	17%	8%
COCc1cc(C2SCC(=O)Nc3c2c(=O)[nH]n3C(C)C)ccc1OC (stereo not given)	-3%	-6%	1%	-6%	-15%	-8%	14%	12%
Cc1c(C(=O)N2CCC3(CC2)OCCO3)oc2ccc(S(=O)(=O)N3CCCCC3)cc12	-14%	9%	2%	2%	?	3%	-40%[inhibitor]	5%
N#CC(C#N)=Cc1ccc(-c2ccccc2F)o1	-4%	5%	-5%	?	8.9µM*	4%	.	0%
O=c1c2ccccc2nc(CNCc2ccco2)n1-c1ccc(F)cc1	-4%	-6%	-3%	-4%	0%	26%	3%	4%
c1ccc(-c2cc(-c3ccccc3)[n+](-c3ccccc3)c(-c3ccccc3)c2)cc1	0%	5%	?	.	.	2%	.	7%
N#CC(C#N)=NNc1ccc(-n2ccc(C(F)(F)F)n2)cc1	-2%	1%	5%	.	.	0%	.	-10%
CC(C)Oc1cc(-n2c(=S)[nH]c3ccccc3c2=O)c(Cl)cc1Cl	-4%	-26%	8%	0%	-3%	11%	-15%	-4%
COc1cc(OC)cc(C(=O)Nc2ccc(Br)cc2C(=O)c2ccccc2)c1	7%	17%	14%	5%	-4%	5%	-14%	1%
O=[N+]([O-])c1ccc(N2CCNCC2)cc1NC1CC1	-6%	8%	8%	-8%	-6%	4%	0%	-2%
CCCC(C)(COC(N)=O)COC(=O)NC(C)C (stereo not given)	10%&-11%&-5%&-1%	-6%	12%&0%&-7%	-2%[15.4 µM]	-11%&-2%&-2%&-11%	9%&6%&12%&-14%	-17%&15%&-3%&-10%	-10%&19%&17%&2%
CCOc1ccc(C2CC(c3c(O)n(C)c(=O)n(C)c3=O)=NN2)cc1 (stereo not given)	0%	?	-7%	.	.	1%	.	-11%
C#CCOc1cc(C2C3=C(COC3=O)Nc3cc4c(cc32)OCO4)ccc1OC (stereo not given)	.	?	?	1%	?	12%	-34%[inhibitor]	0%
Cn1c(=O)c(Oc2ccc(F)cc2)c(O)c2ccccc21	2%	9%	?	-1%	?	4%	-1%	-7%
Cl/C=C/CCl	-9%	.	.	.	-3%	5%	-12%	0%
O=C(Cn1c(=O)c(C(F)(F)F)nc2ccccc21)N1CCC2(CC1)OCCO2	1%	4%	?	7%	?	3%	4%	13%
O=c1[nH]c(O)c(N=Nc2ccc(SC(F)F)cc2)c(=O)[nH]1	-3%	12%	9%	-19%	10%	12%	.	-1%
CC1C(=O)OC2CCN3CC=C(COC(=O)[C@](C)(O)[C@]1(C)O)C23 (stereo not given in full)	1%	.	-17%	.	11%	1%	-15%	-8%
C=CCn1c(O)c(C(CC)=NCc2cccnc2)c(=O)[nH]c1=O	3%	4%	-1%	?	1%	-4%	16%	0%
CC(C)CON=O	-1%	.	.	.	32µM*	-10%	-1%	4%
CN1CCc2c(c(N3CCCCC3)nc3n[nH]c(N)c23)C1	1%	-12%	1%	-3%	1%	9%	6%	-1%
CCCCCCCCCCCCCCC[C@@H](O)[C@@H](N)COP(=O)(O)O	2%	.	-1%	.	3%	1%	12%	18%
CC(=NCCC(c1ccccc1)c1ccccc1)c1c(O)n(C)c(=O)n(C)c1=O	-22%	-5%	5%	3%	?	5%	-43%[inhibitor]	-2%
O[C@@H]1CCCC[C@H]1N1CCC(c2ccccc2)CC1	-5%&1%	6%&-6%	2%&5%	-4%	9%	1%&12%	-9%	-2%&-12%
CCOC(=O)C1(CCc2ccccc2)CCN(C2CCSCC2)CC1	3%	23%	?	9%	4%	14%	.	0%
O=C(CCNS(=O)(=O)c1ccccc1)Nc1ccc(Cl)cc1C(=O)c1ccccc1	-7%	-7%	3%	-13%	?	-3%	-22%	-5%
C[C@]12CCC(=O)C[C@@H]1CC[C@@H]1[C@@H]2CC[C@@]2(C)[C@H]1CC[C@]2(C)O	8%	6%	4%	-8%[15.4 µM]	.	-2%	.	-3%
CCN1CCC2(CCNC2)C1 (stereo not given)	-2%	7%	10%	-6%	7%	-13%	-12%	0%
C=CCN1C(=O)/C(=C/c2cc(C)n(-c3cccnc3)c2C)C(=O)NC1=S	3%	-16%	-2%	-1%	?	181%[activator]	-9%	-2%
Cc1ccc(-c2cc(C(F)(F)F)n3nc(C(=O)Nc4c(C)n(C)n(-c5ccccc5)c4=O)cc3n2)cc1	-10%	-17%	9%	-5%	-8%	-6%	?	-13%
CC(C)C[C@H]1C(=O)N2CCCC2[C@]2(O)O[C@](NC(=O)[C@@H]3C=C4c5cccc6[nH]cc(c56)CC4N(C)C3)(C(C)C)C(=O)N12 (stereo not given in full)	2%&9%&2%	?	?	-3%[15.4 µM]	?	60%&-5%&44%[activator]	-13%&-8%	5%&11%&12%
CCOP(=O)(OCC)C(O)c1cccc([N+](=O)[O-])c1 (stereo not given)	.	-3%	4%	-7%	2%	1%	6%	7%
O=c1[nH]c(=S)n(C2CC2)c(O)c1/C=N/Nc1cccc2ccccc12	-8%	?	3%	-13%	2.5µM*	.	.	2%
O=c1[nH]cc(F)c(=O)[nH]1	4%&-7%&-2%&-10%&5%	1%	-30%&-3%&-3%	-2%[15.4 µM]	3%&7%&10%&-5%	11%&15%&4%&-2%&0%	-65%&-56%&-52%&-28%[inhibitor]	-6%&13%&-4%&8%&8%
CSCCC(N=Cc1c(O)n(-c2ccc(Br)cc2)c(=O)[nH]c1=O)C(=O)OC(C)(C)C (stereo not given)	-2%	-1%	4%	5%	?	11%	-5%	-6%
COC(=NC1CCCC1)C(O)c1c[nH]c2ccccc12 (stereo not given)	-14%	3%	-2%	-1%	?	-1%	-26%	?
CCOC(=O)C(NC(=O)C(Cc1ccc(N(CCCl)CCCl)cc1)NC(C)=O)C(C)C (stereo not given)	-5%	-7%	?	-24%	?	6%	-49%[inhibitor]	-5%
CCN1C[C@]2(COC(=O)c3ccccc3N3C(=O)CC(C)C3=O)CC[C@H](OC)[C@@]34C5C[C@@H]6[C@@H](OC)C[C@@](O)(C5[C@H]6OC)[C@](O)([C@@H](OC)C23)[C@@H]14 (stereo not given in full)	-4%	.	.	.	-13%	5%	-2%	-15%
CCCCCCCC(=O)OCC(COC(=O)CCCCCCC)OC(=O)CCCCCCC	-5%	.	.	.	?	-1%	7%	1%
COc1ccc(CN2C(=O)NC(=O)/C(=C\c3cc(OC)c(OC)c(OC)c3)C2=O)cc1	-1%	-5%	9%	0%	17%	7%	-42%[inhibitor]	4%
O=C1CC2OCC=C3CN4CC[C@]56c7ccccc7N1C5C2[C@H]3C[C@H]46 (stereo not given in full)	4%	.	.	.	7%	3%	3%	-4%
Cc1cccc(-n2c(O)c(/C=N/Nc3nc4c(c(=O)n(C)c(=O)n4C)n3C)c(=O)[nH]c2=S)c1	-17%	?	?	-5%	10µM*	25%	-6%	-6%
O=C1CN=C(c2ccc(Cl)cc2)c2oc3ccccc3c2N1	1%	-2%	2%	.	.	6%	.	5%
Nc1ccccc1C(=O)OCCOc1ccccc1	-7%	-14%	?	1%	?	5%	7.9µM*	4%
O=C(CSc1ccccn1)Nc1cccc2ccccc12	-7%	0%	?	5%	?	2%	-36%	-17%
COc1cc(C2c3cc4c(c(O)c3CC3COC(=O)C32)OCO4)cc(OC)c1OC (stereo not given)	-8%	.	0%	.	0%	-1%	-26%	-2%
O=C(c1cccc(Cl)c1)C1CCCN(Cc2cccc3cnccc23)C1 (stereo not given)	3%	0%	1%	.	6%	22%	.	9%
C=CCN1C(=O)/C(=C/c2ccc3c(c2)CCCN3CCC)C(=O)NC1=S	-14%	-28%	?	-2%	1.3µM*	324%[activator]	-12%	-1%
CCN(CC)C(=O)c1ccc(NC(=O)COc2ccccc2F)cc1	6%	-9%	2%	3%	0%	-3%	25%	-2%
CN[C@@H]1C[C@H]2O[C@@](C)([C@@H]1OC)n1c3ccccc3c3c4c(c5c6ccccc6n2c5c31)C(=O)NC4	3%	.	.	.	-6%[13.5 µM]	2%	.	21%
NC(=O)c1sc2nc3c(c(-c4cccs4)c2c1N)CCCC3	1%	-2%	-18%	-4%	?	-3%	24%	-4%
CC(=Nc1ccc2c(c1)CCC2)c1c(O)n(-c2ccccc2)c(=O)[nH]c1=O	0%	9%	-1%	.	.	2%	.	2%
Cc1cccc(OP(=O)(Nc2cccnc2)Oc2cccc(C)c2)c1	-4%	2%	-2%	1%	-13%	-1%	-7%	4%
COC(=O)CSc1nc2sc3c(c2c(=O)n1C1CCCCC1)CCN(C)C3	0%	9%	0%	0%	?	121%[activator]	-3%	5%
O=C(Oc1ccccc1)N1CCC[C@@]2(CCN(Cc3nccs3)C2)C1	-3%	.	.	.	-4%	7%	-20%	-5%
Cc1nn(C)c(C)c1C1C(C#N)=C(N)Oc2n[nH]c(C)c21 (stereo not given)	5%	1%	5%	2%	2%	1%	-12%	2%
COc1cc(/C=C2\C(=O)NC(=O)N(c3ccccc3)C2=O)cc(OC)c1O	-5%	?	-29%	-5%	?	38%[activator]	30%	-8%
COc1ccc(Cn2c(O)c(C=NCCCn3ccnc3)c(=O)[nH]c2=O)cc1	5%	8%	4%	-1%	-3%	-13%	2%	6%

Structures from the list above with a thiophene ring, fused or not, in the order listed:
SMILES	aGlu spleen mod	GAA glycogen	JMJD2E inh	GAA inhib	ALDH1A1 block	RGS12 GoLoco inh	SMN2 splice enh	aGal spleen mod
NC(=O)c1sc2nc3c(c(-c4cccs4)c2c1N)CCCC3	1%	-2%	-18%	-4%	?	-3%	24%	-4%
COC(=O)CSc1nc2sc3c(c2c(=O)n1C1CCCCC1)CCN(C)C3	0%	9%	0%	0%	?	121%[activator]	-3%	5%

Bioassay records (PubChem)

Not all compounds are listed; rates above refer to the full screens.
